Compound activity deposited in PubChem by National Center for Advancing Translational Sciences (NCATS).
PGK inhibitor: blocks T. brucei phosphoglycerate kinase; P07378; PGK/GAPDH coupled, Kinase-Glo luminescence, 60 min; Potency, µM (titrated, usually from 57.5 µM), for inactives: at the top dose activity change, negative = inhibition, hits mostly inhibitors; actives 0.043% (n = 380,000); AID 602233; further: on the % scale 0 is the no-effect control and ±100 the full control effect; nearly all actives have a fitted effect of over 60% in size
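Luminescent ATP detection (Kinase-Glo Plus) follows a 60-minute room-temperature incubation, with wells lacking PGK as controls. Buffer: 100 mM TEA (pH 7.6), 5 mM MgCl2, 0.01% Tween-20. Coupling enzyme GAPDH (100 nM final) supplies unstable 1,3-BPG in-well.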
GLS inhibitor: blocks human kidney-isoform glutaminase activity; O94925; GLS enzymatic activity, qHTS titration; Potency, µM (titrated, usually from 45.5 µM), for the others: at the highest dose activity change, negative = inhibition, most hits filed as inhibitors; actives 0.21% (n = 410,000); AID 624170; further: on the % scale 0 is the no-effect control and ±100 the full control effect
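Coupled fluorescence readout: glutamate oxidase/HRP/Amplex Red detect glutamate formed by hKGA from L-glutamine (1 mM solution added). Buffer 45 mM KH2PO4 pH 8.2, 0.02% Tween-20; reads at t0 and 30 min RT.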
TrxR1 inh: blocks rat thioredoxin reductase 1; O89049; actives 1% (n = 390,000); recombinant rTrxR1, NADPH fluorescence consumption, selenite substrate; Potency, µM (highest dose often 114 µM), inactives show top-dose activity change, negative = inhibition, actives largely listed as inhibitors; further: on the % scale 0 is the no-effect control and ±100 the full control effect; nearly all actives have a fitted effect of over 65% in size
Target sequence (O89049 whole entry, looked up): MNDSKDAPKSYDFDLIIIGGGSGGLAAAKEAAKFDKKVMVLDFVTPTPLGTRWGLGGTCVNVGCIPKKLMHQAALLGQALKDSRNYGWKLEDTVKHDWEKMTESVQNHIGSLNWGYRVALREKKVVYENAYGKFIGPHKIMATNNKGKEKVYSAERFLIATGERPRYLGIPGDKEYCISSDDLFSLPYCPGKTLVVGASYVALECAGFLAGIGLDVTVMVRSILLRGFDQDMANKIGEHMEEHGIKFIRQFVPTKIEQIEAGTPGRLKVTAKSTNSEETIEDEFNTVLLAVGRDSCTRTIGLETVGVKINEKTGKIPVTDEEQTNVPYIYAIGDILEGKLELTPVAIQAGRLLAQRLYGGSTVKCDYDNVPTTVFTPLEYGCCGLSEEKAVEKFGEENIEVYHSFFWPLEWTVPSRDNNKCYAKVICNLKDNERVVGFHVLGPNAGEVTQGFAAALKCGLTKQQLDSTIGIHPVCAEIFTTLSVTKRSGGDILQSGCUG
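Rat TrxR1 (90 nM in the dispensed reagent) was pre-reduced with 400 uM NADPH for 5 min at room temperature, then incubated with compound for 15 min. After 400 uM selenite was added, NADPH fluorescence (Ex 340/Em 450 nm) was followed for 8 min.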
RGS4 inhibitor: inhibitors of human regulator of G protein signaling 4; Transcreener GDP fluorescence polarization, RGS4-accelerated GTP hydrolysis; Potency, µM (titrated, usually from 114 µM), for the others: at the highest dose activity change, negative = inhibition, hits mostly inhibitors; actives 0.039% (n = 390,000); further: on the % scale 0 is the no-effect control and ±100 the full control effect; nearly all actives have a fitted effect of over 75% in size; some results filed as inactive show a strong effect at the top dose
Target sequence (P49798 whole entry, looked up): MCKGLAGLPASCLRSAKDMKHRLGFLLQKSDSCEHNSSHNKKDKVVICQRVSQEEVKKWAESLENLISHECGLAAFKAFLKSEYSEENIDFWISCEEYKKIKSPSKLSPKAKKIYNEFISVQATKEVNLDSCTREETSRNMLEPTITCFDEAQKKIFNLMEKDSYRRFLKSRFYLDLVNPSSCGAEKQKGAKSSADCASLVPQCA
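MLSMR compounds (23 nl, pin-transferred) preincubated 10 min at room temperature with a 500nM (2x) first reagent, then RGS4 at 900nM (2x) plus Transcreener GDP mix added; fluorescence polarization (620/688 nm) read before and after 90 min at 30 °C.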
HP1b chromo inh: inhibitors of HP1-beta chromodomain binding to methylated histone tails; AlphaScreen HP1-beta / biotin-H3K9me3 peptide binding; Potency, µM (highest dose often 114 µM), without a hit: top-dose activity change, negative = inhibition, usual class: inhibitors; actives 0.56% (n = 390,000); P83916; further: nearly all actives have a fitted effect of over 70% in size; inactives centre near 23
Target sequence (P83916 whole entry, looked up): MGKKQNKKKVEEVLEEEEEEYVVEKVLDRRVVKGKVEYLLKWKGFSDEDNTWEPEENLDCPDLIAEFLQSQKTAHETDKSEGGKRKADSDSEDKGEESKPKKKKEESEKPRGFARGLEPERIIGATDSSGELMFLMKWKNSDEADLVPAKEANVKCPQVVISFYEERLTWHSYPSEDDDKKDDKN
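Compound inhibition of the preformed complex between 50 nM HP1-beta and 50 nM biotinylated H3K9me3 peptide was read by AlphaScreen. Buffer was PBS pH 7.4 with 0.01% Tween-20. Incubations ran 30 min at room temperature, with 10 ug/mL donor/acceptor beads.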
Pin1 inh: human Pin1 inhibition | Pin1 FP peptide displacement, HiFluor488, 10 min | Potency, µM (highest dose often 115 µM), for the others: at the highest dose activity, negative = inhibition, usual class: inhibitors | actives 0.009% (n = 390,000); active means well fitted inhibition curve with a large enough effect in the polarisation, with a control signal flat, not every such curve was filed as active; inconclusive means small, poorly fitted or top-dose-only effect, or effect the other way, or a change in a side signal; inactive means no such curve, though single readings can be large or run the other way; the % refers to the polarisation; further: on the % scale 0 is the no-effect control and ±100 the full control effect
12-LOX inh: inhibitors of human 12S-lipoxygenase ALOX12; Potency, µM (series often up to 108 µM), inactives show top-dose activity change, negative = inhibition, usual class: inhibitors; AID 1671190; P18054; purified 12hLO, xylenol orange hydroperoxide absorbance; actives 1.1% (n = 580,000); further: on the % scale 0 is the no-effect control and ±100 the full control effect
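Purified human 12hLO (150 nM final) in 25 mM Hepes, 0.01% Triton X-100, pH 7.0 was preincubated 15 min at room temperature with compound. Then 40 uM arachidonic acid was added, 30 min. Hydroperoxide was read by Fe-XO absorbance ratio 573/405 nm.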
ERG-DNA inh: ERG Ets/DNA interaction inhibition. fluorescence polarization, His-ERG Ets domain / labelled DNA. actives 0.028% (n = 370,000). Potency, µM (top dose mostly 76.9 µM), for the others: top-dose FP activity, negative = inhibition, most hits filed as inhibitors. AID 624246. P11308; active means well fitted inhibition curve with a large enough effect in the polarisation, with a control signal flat; inconclusive means small, poorly fitted or top-dose-only effect, or effect the other way, or a change in a side signal; inactive means no such curve, though single readings can be large or run the other way; the % refers to the polarisation;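 further: polarization taken with two DNA probes labelled with fluorescein and Texas red; % of control where 0% means no effect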
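His-tagged ERG Ets domain (1 uM in the protein solution; 300mM KCl, 50mM Tris-HCl, 1mM EDTA, 1mM DTT, pH 7.5) received compound, then a probe mix of 5 nM fluorescein-DNA and 100nM Texas-615-DNA. Fluorescence polarization was read for both dyes.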
JMJD2A Tudor inh: JMJD2A Tudor domain (human) inhibition; AlphaScreen JMJD2A-Tudor / H3K4me3 peptide binding; Potency, µM (top dose mostly 114 µM), inactives show at the highest dose activity change, negative = inhibition, most hits filed as inhibitors; actives 4.4% (n = 390,000); AID 504339; further: on the % scale 0 is the no-effect control and ±100 the full control effect; nearly all actives have a fitted effect of over 50% in size
Active calls of the source: *; i = inactive; ? = inconclusive; nt = no result given; & = joins results of further samples; [ ] = remark or other dose. Unless noted, the call rests on the fitted dose curve; in most records, active means well fitted curve in the direction sought with a large enough effect; inconclusive means small, poorly fitted or top-dose-only effect, or another doubt; inactive means no such curve, though single readings can be large; an effect the other way counts as inactive or inconclusive. Potency means the concentration at half of the fitted maximal effect. A portion of the library. The share of hits here may be higher or lower than overall.

Molecule	PGK inhibitor	GLS inhibitor	TrxR1 inh	RGS4 inhibitor	HP1b chromo inh	Pin1 inh	12-LOX inh	ERG-DNA inh	JMJD2A Tudor inh
CC1=C(C)CC(C(=O)NCC(=O)c2ccccc2)C(C(=O)O)C1 (stereo unspecified)	6%	-9%	19%	-33%	40%[activator]	-14%	-17%	nt	-16%
CCCc1cc(=O)oc2cc3oc(C)c(C)c3cc12	i	-1%	-25%	-41%	40%[activator]	-4%	-17%	1%	7%
CC1(C)CC(=O)C2=C(C1)OC(N)=C(C#N)C2c1ccc(OC(=O)N2CCOCC2)cc1 (stereo unspecified)	-3%	12%	5%	17%	39%	-7%	0%	-2%	-14%
CCOC(=O)c1nnn(-c2nonc2-n2cccc2)c1CCl	-5%	5%	13µM*	13%	4%	-3%	?	-6%	?
Clc1ncnc2scc(-c3ccccc3)c12	-6%	22%	2%	22%	55%[activator]	-4%	-5%	nt	-2%
CCCC(C)NC(=O)c1ccc(OCc2ccc(Cl)cc2)c(OC)c1 (stereo unspecified)	9%	13%	5%	28%	23%	4%	-15%	2%	-6%
CC12CCC(C(=O)N3CCOCC3)([C@H](Br)C1=O)C2(C)C (stereo partly specified)	9%	13%	-1%[57.1 µM]	5%	23%	-11%	0%	1%	-2%
O=C(NNC(=O)C12CC3CC(CC(C3)C1)C2)[C@@H]1C[C@H]1c1ccccc1	-9%	-7%	27%[57.1 µM]	-2%	31%	2%	i	-3%	14%
COc1ccc(NC(=O)c2ccc3c(c2)OCCO3)cc1OC	-5%	-16%	21%[57.1 µM]	11%	2%	-1%	0%	-7%	-11%
COc1cccc(NC(=O)CSc2c(C)cnc3c2c(=O)n(C)c(=O)n3C)c1	7%	1%	12%[57.1 µM]	17%	24%	0%	1%	-4%	-13%
O=C(CN(C(=O)CCC(=O)Nc1nccs1)c1ccc(F)cc1)NCc1ccccc1	-1%	3%	19%	-24%	43%[activator]	2%	-3%	-4%	-4%
Cc1nc2c(-c3ccc(F)cc3)c(C)nn2c(C)c1CCC(=O)N1CCN(c2ccccc2)CC1	-5%&-5%	3%&8%	34%&10%	13%&-12%	22%&43%	0%&5%	-18%&-7%	-5%&-1%	?
Cc1nnc(NC(=O)CSc2n[nH]c(-c3ccccc3C)n2)s1	i	14%	16%	-5%	-18%	-3%	-12%	2%	-16%
COc1ccc(CNC(=O)Cn2c(=O)oc3cc(S(=O)(=O)N4CCCCCC4)ccc32)cc1	-8%	-11%	20%[57.1 µM]	13%	-17%	17%	?	5%	-16%
CCN(CC)c1ccc(NC(=O)c2cnn3c(C(F)F)cc(-c4ccccc4)nc23)cc1	-7%	4%	28%	-2%	?	-4%	?	-1%	8.9µM*
Cc1ccc(NC(=O)C2CCN(S(=O)(=O)c3c(C)noc3/C=C/c3cccs3)CC2)cc1F	4%	-6%	12%	7%	26%	27%	-21%	-8%	-6%

Part of the list above, reduced to Pin1 inh, RGS4 inhibitor and GLS inhibitor.
| SMILES | Pin1 inh | RGS4 inhibitor | GLS inhibitor |
| --- | --- | --- | --- |
| COc1ccc(NC(=O)c2ccc3c(c2)OCCO3)cc1OC | -1% | 11% | -16% |
| COc1ccc(CNC(=O)Cn2c(=O)oc3cc(S(=O)(=O)N4CCCCCC4)ccc32)cc1 | 17% | 13% | -11% |

Continued.
Molecule	PGK inhibitor	GLS inhibitor	TrxR1 inh	RGS4 inhibitor	HP1b chromo inh	Pin1 inh	12-LOX inh	ERG-DNA inh	JMJD2A Tudor inh
CN(C)c1ccc(/C=N/NC(=O)c2ccc3nc[nH]c3c2)cc1	-5%	3%	10%[57.1 µM]	-37%	25%	0%	103%[activator]	3%	-14%
CCOc1ccc2ccccc2c1/C=N\NC(=O)OC	-9%	8%	-13%	10%	32%	2%	2%	-3%	-13%
COC(=O)c1ccc(NC(=O)CSc2nncn2-c2cccnc2)cc1	2%	4%	-2%[57.1 µM]	14%	113%[activator]	7%	-1%	19%	-13%
CCOC(=O)c1ccc(NC(=O)C2CCCN(S(=O)(=O)c3ccc(F)cc3)C2)cc1 (stereo unspecified)	-10%	-6%	19%	6%	26%	0%	-5%	-5%	-27%
NS(=O)(=O)OCc1ccc(C(F)(F)F)cc1	-1%	-1%	2%	0%	55%[activator]	-1%	-11%	-10%	-6%
Cc1cc2nnc(SCC(=O)Nc3cc(S(=O)(=O)N4CCOCC4)ccc3Cl)n2c2ccccc12	3%	7%	3%[57.1 µM]	-5%	32%	60%[activator]	-6%	1%	6%
C[C@@H](C[C@@H](O)[C@H](O)C(C)(C)O)[C@@H]1CC[C@]2(C)C3=CC[C@H]4C(C)(C)C(=O)CC[C@]4(C)[C@H]3CC[C@@]12C	-4%	-7%	13%[57.1 µM]	1%	31%	3%	19%	3%	-23%
CCOC(=O)c1sc2nc(CC(=O)OC)nc(N3CCN(c4ccc(OC)cc4)CC3)c2c1C	nt	-5%	12%	-8%	-18%	13%	9%	1%	?
CSc1sc(C(=O)N(C)C)cc1S(=O)(=O)C(C)C	-8%	-3%	5%	9%	42%[activator]	-9%	-24%	10%	-4%
O=C(CN1CCN(S(=O)(=O)c2cc(Cl)ccc2Cl)CC1)c1ccc(O)c(O)c1	-5%	53%[activator]	45µM*	-1%	-13%[57 µM]	?	1.4µM*	3%	?
COc1ccc(-c2nc(CNS(=O)(=O)c3cccc(F)c3)cs2)cc1	nt	-14%	-4%	12%	31%	-1%	-20%	-1%	-13%
COc1ccc(NCc2nc3ccccc3n2CCOc2ccc(C)cc2)cc1	-6%&-7%	?	33%	22%&3%	40µM*	4%&5%	?	-9%&13%	11µM*
COc1ccccc1/C=C/C(=O)Oc1cccc2cccnc12	3%	8%	6%	4%	32%	8%	-11%	0%	-6%
Cc1ccc(S(=O)(=O)NCC2CCC(C(=O)O)CC2)cc1 (stereo unspecified)	i	-3%	5%	-22%	29%	-10%	12%	-13%	-12%
Cc1cc2c(cc1S(=O)(=O)N(C)C1CCCCC1)OCC(=O)N2	-9%	-5%	-6%[57.1 µM]	-4%	28%	-2%	38%	-1%	-10%
CCCCn1c(N)c(Sc2ccc(Cl)cc2)c(=O)[nH]c1=O	-9%	0%	16%	12%	17%	3%	1%	15%	-11%

An excerpt of these results, with values ahead of the structure:
| PGK inhibitor | GLS inhibitor | TrxR1 inh | RGS4 inhibitor | HP1b chromo inh | Pin1 inh | 12-LOX inh | ERG-DNA inh | JMJD2A Tudor inh | SMILES |
| --- | --- | --- | --- | --- | --- | --- | --- | --- | --- |
| -6%&-7% | ? | 33% | 22%&3% | 40µM* | 4%&5% | ? | -9%&13% | 11µM* | COc1ccc(NCc2nc3ccccc3n2CCOc2ccc(C)cc2)cc1 |
| 3% | 8% | 6% | 4% | 32% | 8% | -11% | 0% | -6% | COc1ccccc1/C=C/C(=O)Oc1cccc2cccnc12 |
| i | -3% | 5% | -22% | 29% | -10% | 12% | -13% | -12% | Cc1ccc(S(=O)(=O)NCC2CCC(C(=O)O)CC2)cc1 (stereo unspecified) |
| -9% | -5% | -6%[57.1 µM] | -4% | 28% | -2% | 38% | -1% | -10% | Cc1cc2c(cc1S(=O)(=O)N(C)C1CCCCC1)OCC(=O)N2 |
| -9% | 0% | 16% | 12% | 17% | 3% | 1% | 15% | -11% | CCCCn1c(N)c(Sc2ccc(Cl)cc2)c(=O)[nH]c1=O |

Continued:
Molecule	PGK inhibitor	GLS inhibitor	TrxR1 inh	RGS4 inhibitor	HP1b chromo inh	Pin1 inh	12-LOX inh	ERG-DNA inh	JMJD2A Tudor inh
Cn1ncc(Cl)c1C(=O)N1CCC(Cc2ccccc2)CC1	-8%	10%	5%	28%	16%	-11%	?	-9%	-12%
CCOc1ccc(N(CC(=O)Nc2ccc(C)c(C)c2)S(C)(=O)=O)cc1	4%	-14%	2%[57.1 µM]	16%	30%	15%	0%	14%	-3%
Cc1cc(C)cc(NC(=O)CCCCCN2C(=O)[C@@H]3Cc4ccccc4CN3C2=O)c1	1%	-19%	14%	19%	39%[activator]	0%	-5%	6%	11%
O=C(CSc1nnnn1-c1ccc(Cl)cc1)NC(=O)Nc1ccc2c(c1)OCCO2	-9%	9%	21%	-25%	33%	9%	6%	nt	-12%
O=C(CCc1ccccc1)NNC(=O)c1ccc(NC(=O)c2ccccc2)cc1	-13%	-8%	15%[57.1 µM]	-22%	4%	39%[activator]	1%	-7%	?
CCOc1ccc(S(=O)(=O)NCCC(=O)N2CCC(Cc3ccccc3)CC2)cc1	-2%	-9%	-19%	-15%	38%	-11%	4%	7%	-14%
